Vif-APOBEC3G blk – Vif-A3G binding inhibition. Q9HC16. 410,000 compounds, 0.076% hits. Potency, µM (series often up to 46.1 µM), inactives show at the top dose activity, negative = active, actives largely listed as inhibitors. HeLa A3G-eYFP + Vif (tagged APOBEC3G with the HIV-1 protein that degrades it), YFP fluorescence, overnight;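 also: potency is read from the fitted curve at half-maximal effect; % is scaled to controls: 0 for no effect and ±100 for the full control effect; nearly all actives have a fitted effect of over 60% in size; hits raise eYFP signal because A3G escapes Vif-driven loss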
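HeLa cells stably expressing Vif and C-terminally eYFP-tagged A3G, seeded overnight at 37 deg C, then exposed to compound by pintool overnight at 37 deg C. Rise in yellow fluorescence (Ex 488/Em 500-530, Acumen) marks blocked Vif-driven A3G degradation.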
Glioma ERSR ind – inducers of ER stress response in human glioma cells. U87-MG GRP78 promoter luciferase reporter, 16 h. Potency, µM, inactives show top-dose activation, most hits filed as activators. 420,000 compounds, 0.02% hits; also: potency is read from the fitted curve at half-maximal effect; series mostly up to about 76 µM; % of control where 0% means no effect; nearly all actives have a fitted effect of over 35% in size
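Stably transfected U87-MG glioma cells carrying a GRP78-based luciferase sensor; 16 h compound incubation. Luminescence end-point read 10 min after Bright-Glo addition at room temperature.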
LDHA block – blocks human lactate dehydrogenase A. purified LDHA, NADH/diaphorase-resazurin fluorescence; hits give low values. activity change, % (values are at about 110 or 230 µM). 480,000 compounds, 0.15% hits; in the data active = activity change below about -30%; inconclusive = mostly about -25% to -30%;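 also: plate controls were DMSO wells for no effect and wells without enzyme for full effect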
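LDH5 2 nM; NADH 0.06 mM, pyruvate 0.2 mM; 200 mM Tris pH 7.4, EDTA, Tween-20; 5 min RT. Detection: diaphorase 0.133 mg/mL + resazurin 37 µM, fluorescence ex540/em590 at 0 and 20 min; normalized to enzyme-free and DMSO wells.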
Vif-A3F inh – inhibitors of Vif-A3F interaction | Potency, µM (doses to about 46.1 µM), without a hit: at the top dose activity, negative = active | AID 602313 | 390,000 compounds, 0.2% hits | HeLa A3F-eYFP + Vif (tagged APOBEC3F with the HIV-1 protein that degrades it), YFP fluorescence increase; also: potency is read from the fitted curve at half-maximal effect; % of control where 0% means no effect; nearly all actives have a fitted effect of over 65% in size
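HeLa cells stably expressing Vif plus C-terminally eYFP-tagged A3F were seeded, incubated overnight at 37 deg C, dosed with compound, incubated overnight again at 37 deg C. Yellow fluorescence (Ex 488/Em 500-530) reported blocked Vif-mediated A3F-eYFP degradation.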
TrxR1 substrate – substrates of rat thioredoxin reductase 1; AID 588456; 390,000 compounds, 0.01% hits; purified TrxR1 substrate turnover, NADPH consumption readout; Potency, µM (top dose mostly 114 µM), inactives show at the top dose activity change, negative = substrate turnover; O89049; also: potency is read from the fitted curve at half-maximal effect; % is scaled to controls: 0 for no effect and ±100 for the full control effect; nearly all actives have a fitted effect of over 50% in size
Target sequence (O89049 whole entry, looked up): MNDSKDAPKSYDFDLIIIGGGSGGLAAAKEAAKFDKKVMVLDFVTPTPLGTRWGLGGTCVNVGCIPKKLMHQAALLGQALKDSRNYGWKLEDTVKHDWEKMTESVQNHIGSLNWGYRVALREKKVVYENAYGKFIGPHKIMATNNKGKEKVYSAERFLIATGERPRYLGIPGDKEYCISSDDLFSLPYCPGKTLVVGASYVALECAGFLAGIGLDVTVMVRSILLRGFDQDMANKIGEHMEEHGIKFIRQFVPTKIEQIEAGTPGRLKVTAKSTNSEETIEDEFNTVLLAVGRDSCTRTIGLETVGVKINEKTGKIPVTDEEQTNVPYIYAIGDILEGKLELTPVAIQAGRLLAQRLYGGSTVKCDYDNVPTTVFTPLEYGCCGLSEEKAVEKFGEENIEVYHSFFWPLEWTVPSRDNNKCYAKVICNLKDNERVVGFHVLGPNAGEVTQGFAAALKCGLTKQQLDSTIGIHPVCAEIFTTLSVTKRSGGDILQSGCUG
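Rat TrxR1, dispensed at 90 nM, was prereduced with 400 uM NADPH (final) for 5 min at ~22 deg C, then incubated with compound 15 min before 400 uM selenite. A first-read NADPH fluorescence drop versus no-compound background flagged substrates.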
RGS4 inh – blocks human RGS4-accelerated GTP hydrolysis; P49798; Transcreener GDP fluorescence polarization, RGS4-accelerated GTP hydrolysis; Potency, µM (top dose mostly 114 µM), inactives show top-dose activity change, negative = inhibition, hits mostly inhibitors; 390,000 compounds, 0.039% hits; AID 504845; also: potency is read from the fitted curve at half-maximal effect; % is scaled to controls: 0 for no effect and ±100 for the full control effect; nearly all actives have a fitted effect of over 75% in size; some results filed as inactive show a strong effect at the top dose
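MLSMR compounds (23 nl, pin-transferred) preincubated 10 min at room temperature with a 500nM (2x) first reagent, then RGS4 at 900nM (2x) plus Transcreener GDP mix added; fluorescence polarization (620/688 nm) read before and after 90 min at 30 °C.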
USP1-UAF1 inh – blocks the human USP1/UAF1 deubiquitinase complex | O94782 | recombinant USP1/UAF1, Ub-Rhodamine cleavage fluorescence | Potency, µM (top dose mostly 57.1 µM), for the others: at the highest dose activity change, negative = inhibition, usual class: inhibitors | 390,000 compounds, 0.23% hits; also: potency is read from the fitted curve at half-maximal effect; % is scaled to controls: 0 for no effect and ±100 for the full control effect; nearly all actives have a fitted effect of over 60% in size; inactives centre near -12
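1 nM enzyme complex + cpd, 15 min RT; start with Ub-Rho 150nM final; kinetic fluorescence ex 480/em 540, 6 reads q60 s. Buffer 50mM HEPES pH 7.8, 0.5mM EDTA, 0.1 mg/ml BSA, 1mM TCEP, 0.01% Tween-20.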
mIDH1 inhibitor – inhibitors of human mutant IDH1 R132H; AID 602179; IDH1-R132H enzyme, NADPH consumption, diaphorase/resazurin fluorescence; Potency, µM (series often up to 76.6 µM), for the others: at the top dose activity change, negative = inhibition, hits mostly inhibitors; O75874; 390,000 compounds, 0.093% hits; also: potency is read from the fitted curve at half-maximal effect; % is scaled to controls: 0 for no effect and ±100 for the full control effect; nearly all actives have a fitted effect of over 65% in size
Target sequence (O75874 whole entry R132H, stated change not applied): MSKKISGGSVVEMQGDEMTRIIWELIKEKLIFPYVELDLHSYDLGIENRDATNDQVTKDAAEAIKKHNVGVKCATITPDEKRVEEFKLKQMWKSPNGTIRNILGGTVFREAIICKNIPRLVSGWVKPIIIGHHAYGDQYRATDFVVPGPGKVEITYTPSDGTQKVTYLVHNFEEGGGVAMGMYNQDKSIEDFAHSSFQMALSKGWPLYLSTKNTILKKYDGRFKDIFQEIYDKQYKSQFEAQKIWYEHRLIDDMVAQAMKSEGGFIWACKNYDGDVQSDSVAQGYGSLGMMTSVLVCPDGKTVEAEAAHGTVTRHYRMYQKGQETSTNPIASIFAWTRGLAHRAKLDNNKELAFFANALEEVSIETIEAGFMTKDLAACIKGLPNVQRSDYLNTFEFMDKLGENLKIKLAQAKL
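IDH1-R132H (0.5 ug/mL dispensed) in pH 7.5 Tris buffer was preincubated 30 min with compound, then given a substrate mix of 0.016 mM NADPH and 2 mM alpha-KG for 80 min at room temperature; remaining NADPH was read by diaphorase/resazurin fluorescence.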
rTrxR1 inhibitor – blocks rat thioredoxin reductase 1 | O89049 | recombinant rTrxR1, NADPH fluorescence consumption, selenite substrate | Potency, µM (series often up to 114 µM), without a hit: at the top dose activity change, negative = inhibition, usual class: inhibitors | 390,000 compounds, 1% hits; also: potency is read from the fitted curve at half-maximal effect; % is scaled to controls: 0 for no effect and ±100 for the full control effect; nearly all actives have a fitted effect of over 65% in size
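Rat TrxR1 (90 nM in the dispensed reagent) was pre-reduced with 400 uM NADPH for 5 min at room temperature, then incubated with compound for 15 min. After 400 uM selenite was added, NADPH fluorescence (Ex 340/Em 450 nm) was followed for 8 min.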
Active calls of the source: *; ? = inconclusive; nt = not tested or not shown; & = joins results of further samples; [ ] = remark or other dose. Unless noted, calls follow the shape of the dose curve; as a rule, active = well fitted curve in the direction sought with a large enough effect; inconclusive = small, poorly fitted or top-dose-only effect, or another doubt; inactive = no such curve, though single readings can be large; an effect the other way counts as inactive or inconclusive.

SMILES	Vif-APOBEC3G blk	Glioma ERSR ind	LDHA block	Vif-A3F inh	TrxR1 substrate	RGS4 inh	USP1-UAF1 inh	mIDH1 inhibitor	rTrxR1 inhibitor
COc1ccccc1NC(=O)C[n+]1ccccc1C	0%	0%	-10	-1%	-10%	9%	-5%	18%	7%[57.1 µM]
Cc1cc(=O)oc2c1ccc1ccccc12	6%	-1%	-1	-1%	39%[activator]	10%	-18%	3%	32%
CC(C)OCCCN1C(=O)c2[nH]nc(-c3ccccc3O)c2C1c1ccc(OCc2ccccc2)cc1 (stereo not given)	-20%	11%	-5	5%	-2%	5%	4%	-5%	18%
O=C(NCc1n[nH]c(=S)n1-c1ccc(F)cc1)c1ccc(S(=O)(=O)N2CCOCC2)cc1	2%	-5%	1	1%	1%	?	-13%	4%	7%
COc1ccc(C2=C(C)C(N3CCC(C(=O)Nc4ccc(F)cc4C)CC3)=NS2(=O)=O)cc1	nt	nt	0	nt	5%[57.1 µM]	-11%	-32%	nt	16%[57.1 µM]
Cc1ccccc1C(=O)NC(NC(=O)c1ccccc1C)c1cccc([N+](=O)[O-])c1	-13%	-5%	2	-5%	-7%[57.1 µM]	3%	-17%	2%	16%[57.1 µM]
COc1ccc(N2CCN(C(=O)COC(=O)c3cc(S(=O)(=O)N(C)C)ccc3N3CCCC3)CC2)cc1	1%	-2%	6	1%	2%	-8%	-5%	6%	9%
O=C(Nc1ncc2c(n1)-c1ccccc1OC2)c1cccc([N+](=O)[O-])c1	-2%	3%	-6	1%	27%	1%	-11%	6%	-1%[57.1 µM]
C[C@H](CO)N1C[C@H](C)[C@@H](CN(C)S(=O)(=O)c2ccc(F)cc2)Oc2c(NC(=O)CCC(F)(F)F)cccc2C1=O	5%	-5%	-3	0%	-2%[57.1 µM]	7%	-9%	-9%	-20%[57.1 µM]
CCOC(=O)/C(=C\c1ccccc1)C(=O)CCN1CCOCC1	2%	-5%	14	-10%	14%[57.1 µM]	-33%	-22%	0%	?
O=C(CN1C(=O)S/C(=C\c2ccc(C(=O)O)cc2)C1=O)Nc1ccccc1	5%	-4%	-2	-8%	-17%	6%	-12%	11%	-7%
CCOC(=O)c1ccc(-c2ccc(/C=N/NC(=O)Cc3nnc(N)s3)o2)cc1	0%	2%	0	-1%	5%[57.1 µM]	-21%	-12%	3%	-9%[57.1 µM]
Cc1nnc(N2CCCC(C(=O)NCCc3ccc(Cl)cc3)C2)c2nn(-c3ccccc3)c(C)c12 (stereo not given)	-1%	-1%	-4	-2%	19%	0%	?	-21%	19%
O=C(Nc1ccnn1C1CCN(Cc2ccn[nH]2)CC1)c1ccccc1	2%	-3%	-2	-8%	-6%	-6%	-13%	9%	-9%
COc1ccccc1NC(=O)CSC1=Nc2ccccc2C2=NC(CCC(=O)NCCc3ccccc3)C(=O)N12 (stereo not given)	-2%	0%	-8	-6%	8%[57.1 µM]	-10%	8%	4%	18%[57.1 µM]
O=C(N/N=C/c1cccs1)C(O)c1ccccc1 (stereo not given)	0%	3%	-4	0%	-6%	-1%	-7%	6%	4%
Clc1ccc(NC2=NCCC2)cc1Cl	0%	?	-5	nt	-2%[2.29 µM]	-10%	-16%	6%	9%
C=CCn1c(=S)[nH]c2cc(-c3ccccc3)sc2c1=O	-11%	-1%	-5	?	-3%	0%	?	-9%	-1%
COC(=O)c1[nH]c2cccc(OC)c2c1NC(=O)C(C)N1CCC(C)CC1 (stereo not given)	2%	-8%	-2	-1%	14%	20%	-1%	-10%	9%
O=C1[C@@H]2Cc3c([nH]c4ccccc34)C(c3cccc(Br)c3)N2C(=O)CN1C1CCN(Cc2ccccc2)CC1 (stereo not given in full)	5%	-6%	-8	3%	9%[57.1 µM]	19%	-19%	-12%	15%[57.1 µM]
CCCOc1ccc(C2NC(=O)CCC2[N+](=O)[O-])cc1 (stereo not given)	-1%	-3%	5	2%	4%	3%	-20%	-5%	14%
Cc1cc(NC(=O)CCS(=O)(=O)c2cc(Br)cc3c2N(C(=O)C2CC2)CC3)ccc1Br	5%	-4%	-11	-20%	-2%	9%	-11%	0%	?
O=C(NCc1ccco1)c1cccs1	1%	-2%	-6	0%	-6%[57.1 µM]	-19%	-13%	7%	-65%
COC(=O)Cn1c(CN(Cc2ccccc2)Cc2ccccc2)nc2c1c(=O)[nH]c(=O)n2C	2%	-4%	-12	-3%	0%	12%	-3%	5%	1%
COc1ccc(/C=N/N=C2/NC(=O)C(CC(=O)NC(N)=O)S2)cc1 (stereo not given)	-2%	-4%	-2	6%	-7%	-34%	-26%	11%	1%
COc1cccc(OCCn2c(-c3ccc(Cl)cc3)nc3ccccc3c2=O)c1	1%	-2%	-7	-12%	5%	10%	?	-4%	15%
Fc1cccc(NC(=S)N2CCN(c3ccccn3)CC2)c1	3%	-2%	-11	-5%	-4%[57.1 µM]	9%	-10%	-5%	5%[57.1 µM]
COc1ccc(C(C)=O)cc1CSc1nnc(C)n1-c1ccccc1	1%	-2%	-12	2%	-6%	1%	-14%	0%	-34%
Cc1cc(C)n2nc(C(=O)OCC(=O)Nc3ccc(C)c(S(=O)(=O)N4CCOCC4)c3)nc2n1	-5%	-6%	-6	-4%	9%[57.1 µM]	-4%	3%	0%	13%[57.1 µM]
Cc1nnc(SCC(=O)NCc2cccs2)[nH]c1=O	1%	-3%	0	0%	6%[57.1 µM]	-4%	-5%	7%	-32%[57.1 µM]

Entries of single compounds as entered above. Order of screens: Vif-APOBEC3G blk, Glioma ERSR ind, LDHA block, Vif-A3F inh, TrxR1 substrate, RGS4 inh, USP1-UAF1 inh, mIDH1 inhibitor, rTrxR1 inhibitor
Cc1cc(C)n2nc(C(=O)OCC(=O)Nc3ccc(C)c(S(=O)(=O)N4CCOCC4)c3)nc2n1 reads -5%, -6%, -6, -4%, 9%[57.1 µM], -4%, 3%, 0%, 13%[57.1 µM]
Fc1cccc(NC(=S)N2CCN(c3ccccn3)CC2)c1 reads 3%, -2%, -11, -5%, -4%[57.1 µM], 9%, -10%, -5%, 5%[57.1 µM]
CCCOc1ccc(C2NC(=O)CCC2[N+](=O)[O-])cc1 (stereo not given) reads -1%, -3%, 5, 2%, 4%, 3%, -20%, -5%, 14%
COC(=O)Cn1c(CN(Cc2ccccc2)Cc2ccccc2)nc2c1c(=O)[nH]c(=O)n2C reads 2%, -4%, -12, -3%, 0%, 12%, -3%, 5%, 1%
Cc1cc(NC(=O)CCS(=O)(=O)c2cc(Br)cc3c2N(C(=O)C2CC2)CC3)ccc1Br reads 5%, -4%, -11, -20%, -2%, 9%, -11%, 0%, ?

(next part)
SMILES	Vif-APOBEC3G blk	Glioma ERSR ind	LDHA block	Vif-A3F inh	TrxR1 substrate	RGS4 inh	USP1-UAF1 inh	mIDH1 inhibitor	rTrxR1 inhibitor
COc1ccc(C(CCNCc2ccc(OC(C)C)cc2)C(C)C)cc1 (stereo not given)	0%	-3%	9	-5%	3%[57.1 µM]	-14%	-26%	10%	15%[57.1 µM]
CCCCn1c(CN2CCN(c3ccccc3)CC2)nc2c1c(=O)n(C)c(=O)n2C	-7%	-5%	-2&-1	-1%	12%[57.1 µM]	10%	-18%	3%	37%[activator][57.1 µM]
CCOc1cc2[nH]c(=S)n(CC3CCCN3CC)c(=O)c2cc1OCC (stereo not given)	0%	-3%	-3	-3%	1%	-33%	-12%	0%	-17%[57.1 µM]
O=C(C1CCCN(S(=O)(=O)c2ccc(Br)cc2)C1)N1CCOCC1 (stereo not given)	-1%	-5%	-9	-6%	-3%	8%	-2%	-7%	11%
COc1ccc(CCN2CCC(CN3C(=S)NC[C@@H]3CC(C)C)CC2)cc1OC	1%	-2%	-4	9%	2%	5%	-11%	3%	8%
CCc1c(C)sc(NC(=O)c2cc3nc(-c4ccc(OC)cc4)cc(C(F)(F)F)n3n2)c1C(=O)OC	1%	-2%	-1	-1%	0%	-28%	-5%	23%	-5%
CN(CC(=O)Nc1ccc(Cl)c(Cl)c1)C(=O)CN1C(=O)NC2(CCCC2)C1=O	2%	-4%	-9	-20%	-5%[57.1 µM]	26%	-10%	10%	-9%[57.1 µM]
N#Cc1ccccc1NC(=O)c1cccc(COc2ccc(Cl)cc2Cl)c1	0%	-11%	-9	3%	3%	-2%	-8%	1%	4%
O=C(Nc1ccc2c(c1)CCC2)c1cc(F)cc(F)c1	-4%	1%	-2	-8%	-8%	18%	-13%	10%	0%
Cc1ccc(-c2ccc(CN3C(C(C)C)C(=O)N(Cc4cn(Cc5ccco5)nn4)CCS3(=O)=O)cc2)cc1 (stereo not given)	-8%	2%	3	-13%	nt	nt	-14%	-4%	nt

High-throughput results (PubChem BioAssay)

Some of the compounds tested, so the mix of outcomes need not match the whole.
